# Jurkat NFkB inh: lowers PMA/ionomycin-induced NF-kB signal in Jurkat cells; PMA/ionomycin-induced NF-kB luciferase reporter, luminescence; inhibition, % at 4 µM; 330,000 compounds, 0.53% hits
# HKDC1 inhibitor: blocks human hexokinase HKDC1 activity. Q2TB90. recombinant HKDC1, G6PDH/diaphorase resazurin coupled fluorescence. inhibition, % at 20 µM. 340,000 compounds, 0.16% hits;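 active = inhibition above about 35% when tested at 20 µM, limit read from the data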;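 note: plate controls were DMSO wells with enzyme for no effect and DMSO wells lacking enzyme for full effect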
#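 Assay system: in-house recombinant HK5 (HKDC1) enzyme. Input: HKDC1 at 5 µg/mL. Medium: Tris pH 8.0 buffer with MgCl2, Tween-20, BSA, BME. Dosing: single 20 µM dose. Schedule: 90 min reaction incubation at room temperature, dark. Signal: resazurin-to-resorufin fluorescence via G6PDH and diaphorase coupling, 525/613 nm. Controls: DMSO-enzyme wells negative, buffer-substituted wells positive.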
# Gli-Sufu antag: blocks Gli-Sufu signaling in a luciferase reporter; Sufu-KO-LIGHT fibroblasts, Gli luciferase reporter luminescence; inhibition, % at 5 µM; 340,000 compounds, 0.74% hits; AID 588413;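 active = inhibition above about 55%, limit read from the data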;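 note: 0% = DMSO-treated cells and 100% = wells with medium but no cells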
# 697 NFkB inh: lowers PMA/ionomycin-induced NF-kB signal in 697 B cells | 697 B-cell NF-kB luciferase reporter, 16 h | inhibition, % at 4 µM | AID 435022 | 330,000 compounds, 0.33% hits; in the data active = inhibition above about 35%
# SENP7 block: SENP7 protease inhibition | AID 434973 | inhibition, % at 5 µM | recombinant SENP7, Z-RLRGG-aminoluciferin luminescence, 40 min | 330,000 compounds, 1.5% hits | Q9BQF6;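 active = inhibition above about 50% at the single test dose, limit read from the data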;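 note: plate controls were DMSO with enzyme for no effect and no enzyme buffer wells for full effect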
# Target sequence (Q9BQF6 706-1050 limits assumed): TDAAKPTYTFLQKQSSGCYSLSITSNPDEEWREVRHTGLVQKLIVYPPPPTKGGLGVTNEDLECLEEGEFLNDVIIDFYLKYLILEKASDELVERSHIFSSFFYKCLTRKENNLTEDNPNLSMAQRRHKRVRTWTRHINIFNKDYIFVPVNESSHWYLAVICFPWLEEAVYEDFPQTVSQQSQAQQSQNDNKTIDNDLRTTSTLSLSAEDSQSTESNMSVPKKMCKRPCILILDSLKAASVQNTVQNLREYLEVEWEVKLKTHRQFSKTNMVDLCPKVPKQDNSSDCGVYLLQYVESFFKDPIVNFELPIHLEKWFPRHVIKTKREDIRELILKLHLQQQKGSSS
# UBC13 inh: blocks human UBC13 polyubiquitin chain formation; P61088; TR-FRET; inhibition, % at 20 µM; 330,000 compounds, 0.47% hits; AID 485273; in the data active = inhibition above about 45%, passing the limit was not always enough
# Target sequence (P61088 whole entry, looked up): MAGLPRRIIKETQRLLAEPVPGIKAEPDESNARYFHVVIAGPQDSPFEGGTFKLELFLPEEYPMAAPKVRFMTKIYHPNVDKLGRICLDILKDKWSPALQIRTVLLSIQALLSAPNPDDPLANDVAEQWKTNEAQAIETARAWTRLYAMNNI
# SENP8 block: blocks the human protease SENP8; purified SENP8, Z-RLRGG-aminoluciferin cleavage, luminescence; inhibition, % at 10 µM; 330,000 compounds, 1.2% hits
# Apaf1 inhib: blocks human Apaf-1 apoptosome activity | inhibition, % at 20 µM | O14727 | reconstituted apoptosome caspase-3 activity, DEVD-Rh110 fluorescence | AID 489030 | 330,000 compounds, 0.71% hits; active = inhibition of at least 40% at 20 µM;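 note: plate controls were DMSO wells for no effect and DEVD-CHO caspase inhibitor wells for full effect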
#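 Assay system: Apoptosome proteins | Medium: pH 7.5 Hepes buffer with CHAPS, BSA, DTT | Also added: Cytochrome c and DEVD-Rh110 substrate | Times: 30 min plus 50 min, RT | Detection: Rhodamine 110 fluorescence at Ex 480/Em 540 nm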
# * = called active by the depositor; . = not tested or not shown. Cut-off read from the data, not from the text of the source, unless noted: active = inhibition above about 50%; inactive = the rest.
compound,Jurkat NFkB inh,HKDC1 inhibitor,Gli-Sufu antag,697 NFkB inh,SENP7 block,UBC13 inh,SENP8 block,Apaf1 inhib
CCCCOC(=O)C1C2C=C[C@]3(CN(C(C)c4ccc(OC)cc4)C(=O)[C@H]13)O2 (some centres not stated),-11.9,-0.8,-5.2,-24.0,0.2,-3.5,3.5,-1.9
Cc1nc2ccccc2c(=O)n1/N=C/c1ccc2ccccc2c1O,8.4,19.1,6.8,-16.2,0.9,8.7,-4.1,3.3
CNc1snc(C)c1C(=O)OCC(=O)NCc1ccccc1OC,5.2,0.0,-4.0,6.8,4.5,14.5,-0.8,-5.6
CN1CC[C@]23c4ccccc4N[C@H]1[C@]21CCN(C)[C@H]3Nc2ccccc21,14.4,-5.6,1.6,18.1,6.3,4.3,2.1,-8.2
CSCCC(NC(=O)c1ccco1)C(=O)NCCc1ccc(F)cc1 (configuration not stated),-6.9,-6.7,-3.1,1.0,-4.5,-9.3,-14.5,8.6
Nc1nc(SCC(=O)Nc2ccc([N+](=O)[O-])cc2Br)n[nH]1,-1.5,-3.1,1.6,5.9,5.6,7.1,1.8,5.6
Cc1ccc(NC(=O)c2ccc(OCc3c(C)noc3C)cc2)nc1,5.3,-5.9,-10.2,-3.2,-12.8,-11.5,-17.8,5.5
CCOc1ccc(NC(=S)NCc2ccc3[nH]c(C)cc3c2)cc1,3.3,-3.5,-4.6,-2.3,3.4,6.9,-2.9,5.3
Cc1ccc(NC(=O)CNC(=O)c2cccs2)c(O)c1,0.9,-1.2,-5.1,17.0,2.0,-1.3,-1.9,-7.6
COc1ccc(C2CC(c3c(-c4ccccc4)c4cc(Cl)ccc4[nH]c3=O)=NN2S(C)(=O)=O)cc1OC (configuration not stated),4.3,-1.6,.,19.8,3.5,6.5,4.9,7.9
O=c1cc(-c2ccccc2)[nH]n1-c1nc2ccccc2[nH]1,5.3,-20.5,27.6,-3.6,10.9,-31.2,24.5,21.9
CCOc1cccc(/C=N/N2CCN(c3ccc(Cl)cc3)CC2)c1O,18.0,-2.9,16.7,-6.1,-0.5,1.7,-1.8,21.5
O=C(c1ccc2c(=O)n(CCc3ccccc3)c(=O)[nH]c2c1)N1CCN(c2ccc(F)cc2)CC1,8.5,2.1,-4.3,-21.5,4.2,2.1,-2.7,16.1
CC(=O)c1cccc(S(=O)(=O)N(C)C2CCN(C)CC2)c1,-0.9,0.9,3.1,13.8,4.1,1.3,-2.7,-3.6
O=C(CSc1nnc(-c2cccnc2)n1CCN1CCCCC1)Nc1cccc(Cl)c1,-2.3,-5.7,10.6,19.7,-0.7,34.0,5.7,0.9
COc1ccc(-c2ccc(SC)nn2)cc1,-86.2,-3.4,-55.2,-70.2,100.0*,5.7,94.5*,-2.1
O=C(NCc1cccs1)C(Cc1ccccc1)NS(=O)(=O)c1cccs1 (configuration not stated),0.4,-1.9,-1.7,-33.0,11.0,1.1,-6.6,7.2
Cc1nc(CCNC(=O)C2CCC(=O)N(Cc3ccc(Cl)cc3)C2)sc1C (configuration not stated),1.2,7.0,-3.5,15.7,8.3,-2.4,3.8,1.7
COc1ccc(NC(=O)[C@H](C)NC(=O)C2CCN(S(=O)(=O)c3ccc(C)cc3)CC2)cc1,13.5,2.7,-12.1,1.3,2.0,4.6,3.7,0.9
CC(C)CC1(C)NC(=O)N(CC(=O)Nc2ccc(F)c(F)c2F)C1=O (configuration not stated),7.2,-7.5,1.1,13.8,7.5,-0.5,-1.2,6.3
O=C(O)c1ccc(CS(=O)c2cccc(C(F)(F)F)c2)o1 (configuration not stated),3.6,0.4,2.5,13.5,-2.9,5.2,-3.4,0.0
COc1ccc(NC(=O)Nc2nnc(-c3ccco3)s2)cc1,-104.6,-3.2,-78.3,-143.9,41.5,9.9,-9.8,-16.2
COc1cccc(-n2c(C)nn(CCOc3ccccc3)c2=O)c1,-18.5,-7.7,-0.6,-23.9,9.4,-6.4,1.4,-9.8
Cc1ccc(NC(=O)CCC(=O)N/N=C/c2ccc([N+](=O)[O-])o2)cc1C,3.9,-2.6,-5.9,18.3,9.4,-2.6,1.5,-17.3
O=C(NCC(=O)N(c1ccc(F)cc1)C(C(=O)NC1CCCC1)c1cccnc1)c1cccs1 (configuration not stated),-13.2,-9.3,2.6,-12.3,6.0,4.6,2.0,-0.5
CC(NC(=O)c1ccc2nc[nH]c2c1)c1ccccc1 (configuration not stated),-6.4,11.2,0.4,-1.3,2.8,1.1,-2.8,-0.6

# Eleven consecutive entries out of the list so far, quoted:
compound,Jurkat NFkB inh,HKDC1 inhibitor,Gli-Sufu antag,697 NFkB inh,SENP7 block,UBC13 inh,SENP8 block,Apaf1 inhib
COc1ccc(-c2ccc(SC)nn2)cc1,-86.2,-3.4,-55.2,-70.2,100.0*,5.7,94.5*,-2.1
O=C(NCc1cccs1)C(Cc1ccccc1)NS(=O)(=O)c1cccs1 (configuration not stated),0.4,-1.9,-1.7,-33.0,11.0,1.1,-6.6,7.2
Cc1nc(CCNC(=O)C2CCC(=O)N(Cc3ccc(Cl)cc3)C2)sc1C (configuration not stated),1.2,7.0,-3.5,15.7,8.3,-2.4,3.8,1.7
COc1ccc(NC(=O)[C@H](C)NC(=O)C2CCN(S(=O)(=O)c3ccc(C)cc3)CC2)cc1,13.5,2.7,-12.1,1.3,2.0,4.6,3.7,0.9
CC(C)CC1(C)NC(=O)N(CC(=O)Nc2ccc(F)c(F)c2F)C1=O (configuration not stated),7.2,-7.5,1.1,13.8,7.5,-0.5,-1.2,6.3
O=C(O)c1ccc(CS(=O)c2cccc(C(F)(F)F)c2)o1 (configuration not stated),3.6,0.4,2.5,13.5,-2.9,5.2,-3.4,0.0
COc1ccc(NC(=O)Nc2nnc(-c3ccco3)s2)cc1,-104.6,-3.2,-78.3,-143.9,41.5,9.9,-9.8,-16.2
COc1cccc(-n2c(C)nn(CCOc3ccccc3)c2=O)c1,-18.5,-7.7,-0.6,-23.9,9.4,-6.4,1.4,-9.8
Cc1ccc(NC(=O)CCC(=O)N/N=C/c2ccc([N+](=O)[O-])o2)cc1C,3.9,-2.6,-5.9,18.3,9.4,-2.6,1.5,-17.3
O=C(NCC(=O)N(c1ccc(F)cc1)C(C(=O)NC1CCCC1)c1cccnc1)c1cccs1 (configuration not stated),-13.2,-9.3,2.6,-12.3,6.0,4.6,2.0,-0.5
CC(NC(=O)c1ccc2nc[nH]c2c1)c1ccccc1 (configuration not stated),-6.4,11.2,0.4,-1.3,2.8,1.1,-2.8,-0.6

# Random draw from the library; overall some 3.6% were active at least once.
